FN deposition inh – inhibitors of fibronectin matrix deposition, primary screen, AH1F cells, Alexa488-fibronectin fluorescence, plate reader; AH1F fibroblasts, overnight; inhibition, % at 12.6 µM; hit rate 0.086% among 350,000; AID 743247, 2014;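 active means mean inhibition across replicates of 30% or more, regardless of how many single replicates reach that level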;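 further: positive control wells lacked labelled fibronectin entirely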
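Schedule: 1 h cell adhesion before compound, then overnight fibronectin incubation; test system: AH1F fibroblast monolayer depositing Alexa488-labelled fibronectin into matrix; quantity: 10000 AH1F cells per well; probe or stimulus: fluorescent fibronectin at 24 nM final; signal: fluorescence, ex 485 nm, em 525 nm; evaluation: percent inhibition as loss of matrix-bound fibronectin fluorescence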
PGC1a acetyl inh – inhibitors of PGC1a acetylation signal, primary screen, cell-based, U2OS, AlphaScreen, inhibitor mode; hit rate 0.17% among 350,000; AlphaScreen anti-acetyl-lysine; with virally co-expressed GCN5 acetyltransferase; AID 651687, 2012; inhibition, % at 15.6 µM;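 active means every replicate shows inhibition of at least 40%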;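 further: 0% = neutral control wells and 100% = positive control wells; some results beyond the cut were filed as inactive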
miR122 inh – miR-122 Renilla sensor signal increase in Huh7, primary screen, miR-122 inhibitor project, cell-based, single point, plate reader; hit rate 0.3% among 340,000; Huh7 miR-122 Renilla luciferase sensor, 48 h; neutral wells = 0, positive control = 100; activation (reporter increase), % at 12.5 µM;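 active means mean replicate activation score at least 90 and every replicate individually at or above 90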;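 further: higher luciferase means less miR-122 activity so hits act as miR-122 inhibitors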
Cneo AK release – Cryptococcus neoformans cell lysis inducers, primary screen, AK release luminescence, single concentration | C. neoformans lysis, adenylate kinase release luminescence, 4 h; normalised: neutral wells 0, clomiphene wells 100 | lysis activity, % at 15 µM | hit rate 0.2% among 360,000;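 active means mean lysis activity across replicates of at least 80%, whatever share of replicates individually reach that level; inactive means mean lysis activity below 80%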
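Material: C. neoformans cells; Schedule: 4 h static compound exposure, 37 °C, read 1 h post-reagent; Measured by: adenylate kinase release luminescence; Read-out: signal increase indicating cell lysis; Controls: Clomiphene as positive lysis control.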
Statin myotox sup – suppressors of statin myotoxicity in C2C12 myotubes, primary screen, cell-based, single point, plate reader; C2C12 myotubes + simvastatin, ATP luminescence, 48 h; scaled: DMSO 0, geranylgeraniol control 100; rescue of ATP level, % at 7.49 µM; hit rate 0.78% among 330,000; AID 602340, 2012;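 active means mean ATP rescue above about 67%, or every replicate alone reaching that limit, limit read from the data, passing the limit was not always enough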;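 further: myotubes were challenged with 10 µM simvastatin during compound exposure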
PglD inh – C. jejuni PglD acetyltransferase inhibitors, primary screen, biochemical, DTNB colorimetric, single point; hit rate 0.098% among 360,000; purified PglD enzyme, DTNB colorimetric CoA detection; UDP-N-acetylbacillosamine N-acetyltransferase PglD (Campylobacter jejuni); inhibition, % at 12.5 µM; in the data active means inhibition above about 16%, passing the limit was not always enough; further: strong numbers were not always called active
Numbers without * were called inactive; · = not tested or not shown. Some of the compounds tested. The share of hits here may be higher or lower than overall.

SMILES	FN deposition inh	PGC1a acetyl inh	miR122 inh	Cneo AK release	Statin myotox sup	PglD inh
O=C(Nc1ccc(O)cc1)c1cc2n(n1)C(C(F)(F)F)CC(c1ccco1)N2 (centres undefined)	·	·	·	0	-34	4
COc1ccc(N(CC(=O)N2CCN(Cc3ccc4c(c3)OCO4)CC2)S(C)(=O)=O)cc1OC	·	·	·	-1	10	-3
Cc1ccc(CC2CC(=O)N(c3ccc(Cl)cn3)C2=O)cc1 (centres undefined)	·	·	·	-1	-7	1
CC1(C)C2([N+](=O)[O-])CN(CCO)CC1([N+](=O)[O-])CN(CCO)C2	·	·	·	0	16	0
C#CCOCCOCCOCCNc1nc(N2CCN(C(=O)CCCCCCCCCCNC(=O)Cn3cc(CCCCCN)nn3)CC2)nc(N2CCN(C(=O)CCCCCCCCCCNC(=O)[C@H](CO)n3cc(CCCCCN)nn3)CC2)n1	·	·	·	3	-4	-2
Cn1ncc(Br)c1NC(=O)c1ccco1	·	·	·	1	-6	6
Cc1ccccc1NC(=O)c1ccc(NC(=O)C2CCCO2)cc1 (centres undefined)	·	·	·	0	8	-2
COc1ccc(Nc2nc(CC(C)=O)ns2)cc1	·	·	·	2	7	-1
Cc1nc2ccc(NC(=O)c3oc4ccc(F)cc4c3C)cc2s1	·	·	·	0	-2	-1
CSc1nnc(-c2ccccc2Cl)o1	·	·	·	0	0	5
O=C(O)C1C2C=CC(C3CC23)C1C(=O)NCCc1ccccc1 (centres undefined)	·	·	·	2	10	1
CCOC(=O)C1/C(=N\O)CC(C)(O)C(C(=O)OCC)C1c1ccc(N(C)C)cc1 (centres undefined)	·	·	·	-4	-2	-2
CN(C)CCSc1nnc2sc3ccccc3n12	·	·	·	3	1	-1
O=C(c1cc2ccccc2oc1=O)N(Cc1ccco1)C1CCS(=O)(=O)C1 (centres undefined)	·	·	·	-1	0	-2
CCCn1c2c(c(O)c(C(=O)Nc3ccc(OC)cc3)c1=O)CCCC2	·	·	·	-4	-39	-2
Cc1nnc(SCC(=O)N2CCOCC2)n1C	·	·	·	12	14	3
CC(=O)N1c2ccccc2C(=O)OC1c1cccnc1 (centres undefined)	·	·	·	12	9	0
CCCCCNC(=O)CSC1=N/C(=C\c2ccc(Cl)c(Cl)c2)C(=O)N1CC	·	·	·	-1	-5	-2
Cc1ccc2c(c1)NC(=O)CC(c1ccccc1)=N2	·	·	·	-5	8	8
Cc1nc(C(F)(F)F)ccc1C(=O)NN1CCOCC1	·	·	·	0	6	4
Cc1cccc(N2C(=O)CC(Sc3nnc(C)s3)C2=O)c1 (centres undefined)	·	·	·	-7	-3	-3
O=C(c1ccc(O)cc1)c1ccc(C(=O)c2ccc(O)cc2)cc1	·	·	5	-1	·	-5
O=C(OC(C(=O)NC1CCCCC1)c1ccccn1)c1cccs1 (centres undefined)	·	·	-4	0	·	-1
CC1=CC(C)C2(CO)COC(c3ccccc3O)C1C2C (centres undefined)	·	·	5	-1	·	2
COc1ccc(C2=CC(c3ccc(OC)c(OC)c3)n3nnnc3N2)c(OC)c1 (centres undefined)	·	·	10	-1	·	2
CCc1nnc(NCn2nc(C)cc2C)s1	·	·	3	1	·	1
CCOCCCNC(=O)CS(=O)(=O)Cc1nc(-c2cccc(OC)c2)oc1C	·	·	-9	-3	·	4
COc1cc(NC(=O)Cn2c(-c3cncs3)nc3ccccc32)cc(OC)c1OC	·	·	-5	4	·	8
O=C(NCC(=O)N(c1ccc(F)cc1)C(C(=O)NCC1CCCO1)c1ccccc1)c1ccco1 (centres undefined)	·	·	-5	0	·	-8
CCCCSc1nc(O)c(Cc2ccccc2)c(=O)[nH]1	·	·	-4	0	·	-1
O=C(C1CCCO1)N1CCc2ccccc21 (centres undefined)	·	·	1	1	·	-4
CCCCN(C)S(=O)(=O)c1cc(Br)cc2c1N(C(=O)C1CC1)CC2	·	·	62	0	·	4
COc1ccc(NC(=O)N2CCC(C(=O)c3ccc(F)cc3)CC2)cc1	·	·	-3	-1	·	-1
FC(F)(F)c1cc(-c2cccs2)nc(NCc2ccco2)n1	·	·	-4	0	·	-1
COC(=O)c1ccccc1NC(=O)C1CC=CCC1C(=O)O (centres undefined)	·	·	1	-2	·	1
O=C(NC1CCCC1)C1CCCN1C(=O)Nc1ccc(Cl)cc1 (centres undefined)	·	·	4	-1	·	3
CC1CC(C)CN(C(=O)CSc2nnc(CSc3ncccn3)n2C)C1 (centres undefined)	·	·	2	0	·	-1
O=C(O)C1CCCCC1C(=O)Nc1ccccc1Cl (centres undefined)	·	·	-1	0	·	10
CC(C)OC(=O)CSc1nc(-c2ccc(F)cc2)nc2ccc(F)cc12	·	·	-12	-1	·	1
Cc1ccc(SCc2[nH]nc3c2C(C(C)C)C(C#N)=C(N)O3)cc1 (centres undefined)	·	·	18	0	·	0

A draw from above in order of molecular weight, high to low:
SMILES	FN deposition inh	PGC1a acetyl inh	miR122 inh	Cneo AK release	Statin myotox sup	PglD inh
CCOCCCNC(=O)CS(=O)(=O)Cc1nc(-c2cccc(OC)c2)oc1C	·	·	-9	-3	·	4
COc1ccc(NC(=O)N2CCC(C(=O)c3ccc(F)cc3)CC2)cc1	·	·	-3	-1	·	-1
O=C(OC(C(=O)NC1CCCCC1)c1ccccn1)c1cccs1 (centres undefined)	·	·	-4	0	·	-1
O=C(NC1CCCC1)C1CCCN1C(=O)Nc1ccc(Cl)cc1 (centres undefined)	·	·	4	-1	·	3
FC(F)(F)c1cc(-c2cccs2)nc(NCc2ccco2)n1	·	·	-4	0	·	-1
CC1=CC(C)C2(CO)COC(c3ccccc3O)C1C2C (centres undefined)	·	·	5	-1	·	2

Another view of 2 compounds above:
| Molecule | FN deposition inh | PGC1a acetyl inh | miR122 inh | Cneo AK release | Statin myotox sup | PglD inh |
| --- | --- | --- | --- | --- | --- | --- |
| CC(C)OC(=O)CSc1nc(-c2ccc(F)cc2)nc2ccc(F)cc12 | · | · | -12 | -1 | · | 1 |
| Cc1ccc(SCc2[nH]nc3c2C(C(C)C)C(C#N)=C(N)O3)cc1 (centres undefined) | · | · | 18 | 0 | · | 0 |

(cont.)
SMILES	FN deposition inh	PGC1a acetyl inh	miR122 inh	Cneo AK release	Statin myotox sup	PglD inh
Clc1ccc(CO/N=C/c2c(-c3ccccc3)nc3n2CCS3)c(Cl)c1	·	·	-7	6	·	8
O=C(c1ccccc1Nc1ccc(SC(F)F)cc1)N1CCCCC1	·	·	8	1	·	-1
CCC(=O)N1CCc2cc(S(=O)(=O)NC(C(=O)NCc3ccc(C)cc3)C(C)C)ccc21 (centres undefined)	·	·	-1	0	·	6
COc1cc(NC(=O)c2ccco2)ccc1NC(=O)C(C)C	·	·	17	6	·	4
COC(=O)Nc1ccc2c(c1)N(C(=O)CCN1CCN3CCCC3C1)c1ccccc1S2 (centres undefined)	·	·	16	3	·	-2
O=C(CCCC(=O)OCC(=O)c1ccc(F)cc1)Nc1cc(C(F)(F)F)ccc1Cl	·	·	-12	4	·	-4
Cc1c(OCC(F)(F)F)ccnc1CSc1nc2ccccc2[nH]1	·	·	3	-3	·	-7
C(=N\n1cnnc1)/c1ccc(OCc2cccc3ccccc23)cc1	·	·	0	6	·	-1
Cc1cc(-c2csc(N)n2)c(C)n1CCc1ccccc1	·	·	-2	8	·	5
O=C(Nc1ccon1)c1cnc2sccn2c1=O	·	·	-2	0	·	3
Nc1cc(=O)[nH]c(SCC(=O)N2CCCc3ccccc32)n1	·	·	-4	11	·	1
O=C(Cn1nc(-c2ccc(Cl)cc2)c2ccccc2c1=O)NCC1CCCO1 (centres undefined)	·	·	1	0	·	0
CCN(CC)S(=O)(=O)c1ccc(-c2ccc(S(=O)(=O)N(CC)CC)cc2)cc1	·	·	-2	-1	·	2
CC(=O)Nc1ccc(S(=O)(=O)N2CCN(C(=O)CCC3CCCC3)CC2)cc1	·	·	-8	0	·	0
O=c1cc(CO)occ1OCc1cccc(F)c1	·	·	-9	9	·	-3
CC(=O)c1cc2c(cc1NC(=O)CN1CCCCCC1)OCO2	·	·	-4	-1	·	-5
CCCC1Nc2ccc(C(=O)O)cc2C2C=CCC12 (centres undefined)	·	·	-8	1	·	2
COc1cccc(-c2cc(C(F)(F)F)nc(N3CCC(C)CC3)n2)c1	·	·	2	0	·	2
Oc1ccc(CNc2ccccc2)c2cccnc12	·	·	-8	-2	·	3
COc1ccccc1CN(C(=O)CCl)C(C(=O)NC1CCCCC1)c1ccncc1 (centres undefined)	·	·	-12	1	·	-5

Full records as entered above. Order of screens: FN deposition inh	PGC1a acetyl inh	miR122 inh	Cneo AK release	Statin myotox sup	PglD inh
O=C(Cn1nc(-c2ccc(Cl)cc2)c2ccccc2c1=O)NCC1CCCO1 (centres undefined) is listed with ·	·	1	0	·	0
CC(=O)Nc1ccc(S(=O)(=O)N2CCN(C(=O)CCC3CCCC3)CC2)cc1 is listed with ·	·	-8	0	·	0
O=C(CCCC(=O)OCC(=O)c1ccc(F)cc1)Nc1cc(C(F)(F)F)ccc1Cl is listed with ·	·	-12	4	·	-4
O=c1cc(CO)occ1OCc1cccc(F)c1 is listed with ·	·	-9	9	·	-3

More entries follow:
SMILES	FN deposition inh	PGC1a acetyl inh	miR122 inh	Cneo AK release	Statin myotox sup	PglD inh
CCOc1cc(CNc2ccc3c(c2)CCC3)ccc1O	·	·	1	0	·	5
Clc1ccccc1-c1nc2ccccc2c2nncn12	·	·	21	1	·	1
Cc1nc(N2CCN(Cc3ccccc3)CC2)nc2c1C(=O)CC(c1ccco1)C2 (centres undefined)	·	·	11	4	·	-1
O=C(Nc1ccccc1Oc1ccccc1)c1cnccn1	·	·	-8	-2	·	-2
CC(=O)C1=C(O)C(=O)N(c2cc(C(C)(C)C)on2)C1c1ccc(Br)cc1 (centres undefined)	·	·	-6	3	·	7
O=C1CC(N2CCN(Cc3ccccc3)CC2)C(=O)N1c1ccc2c(c1)OCCO2 (centres undefined)	·	-7	18	4	·	·
O=C(Nc1ccccc1Cc1ccccc1)C1CC(=O)N(c2ccc3c(c2)OCCO3)C1 (centres undefined)	·	-2	·	-1	·	3
COCCCNC(=O)c1ccc2c3c(onc13)-c1ccccc1C2=O	·	-6	·	1	·	-3
N#C/C(=C\c1ccc(-c2ccccc2)cc1)c1nc(-c2ccco2)cs1	0	·	-2	·	-41	·
COc1ccc2nc(Cl)c(C3CC(c4ccco4)=NN3C(=O)CCC(=O)O)cc2c1 (centres undefined)	-1	·	-8	·	-3	·
O=C1Nc2cc(Cl)c(Cl)cc2N(O)N1c1cccc(Cl)c1	-2	·	-7	·	-4	·
Cc1ccccc1Nc1nc(N)nc(COC(=O)c2cccc(S(=O)(=O)NCc3ccccc3)c2)n1	8	·	1	·	-2	·
CCN(CC#CCC1(O)c2ccccc2-c2ccccc21)CCO	-5	·	3	·	3	·
CCOCCCNS(=O)(=O)c1ccc(-n2cnnn2)c(OC)c1	10	·	5	·	5	·
O=C(COC(=O)C12CC3CC(CC(C3)C1)C2)NCCc1ccccc1	-6	·	-1	·	0	·
OC(COc1c(Cl)cc(Cl)cc1Cl)CN1CCCCC1 (centres undefined)	1	·	-7	·	-4	·
Cc1sc2nc(CSc3ccc([N+](=O)[O-])c(C(F)(F)F)c3)[nH]c(=O)c2c1C	-9	·	10	·	3	·
COc1ccc(OC)c(NC(=O)CCN2CCCC(C)C2)c1 (centres undefined)	1	·	-5	·	-1	·
CN(C(=O)COC(=O)c1c2c(nc3ccccc13)/C(=C/c1cccc([N+](=O)[O-])c1)CCC2)C1CCS(=O)(=O)C1 (centres undefined)	-1	·	15	·	-92	·
COc1cccc(C(C(=O)Nc2ccc(F)cc2)N(C(=O)Cn2nnc3ccccc32)C2CC2)c1 (centres undefined)	-4	·	5	·	4	·
Cc1nn(CCC(=O)NNC(=S)Nc2ccc(F)cc2)c(C)c1Br	12	·	-17	·	12	·
